Bioassay records: PubChem BioAssay, several laboratories
Vc quorum ag: inducers of Vibrio cholerae quorum light production without autoinducers, primary screen, BH1578 luxS cqsA deficient, single point | V. cholerae BH1578 lux reporter, luminescence, 6 h | activation, % at 18.7 µM | 350,000 tested, 0.16% active | AID 588436, 2011; in the data active = activation mostly above about 9.7%, no sharp cut-off; inconclusive = no clear call, values can overlap the other calls; inactive = mostly below about 3.7%; also: not every result past the cut was called active; inactives centre near 0; reference of the scale not given here
3CLpro inhibitor: SARS-CoV 3CLpro protease inhibitors, primary screen, biochemical, quenched FRET; Replicase polyprotein 1ab (Severe acute respiratory syndrome coronavirus), P0C6X7; recombinant SARS-CoV 3CLpro, quenched FRET peptide cleavage; AID 1706, 2009; 290,000 tested, 0.14% active; inhibition, % at 6 µM; in the data active = inhibition above about 12%
TcdB inh: TcdB glycohydrolase inhibitors, primary screen, biochemical, single point, plate reader. TcdB glycohydrolase enzymatic assay. Toxin B (Clostridioides difficile), P18177. inhibition, % at 9.99 µM. 350,000 tested, 0.24% active; in the data active = inhibition above about 10%
PrPC TRFRET: inhibitors of human cell surface prion protein PrPC, primary screen, cell-based, TR-FRET; Major prion protein (Homo sapiens), P04156; TR-FRET read-out; inhibition, % at 13.8 µM; 370,000 tested, 0.43% active; AID 720596, 2013; in the data active = inhibition above about 24%; also: 0% = median of the test wells and 100% = reference compound wells
Anthrax LF inh2: Bacillus anthracis LF protease inhibitors, primary screen, biochemical, multiplex microsphere, MLPCN library | AID 588501, 2011 | 360,000 tested, 0.12% active | inhibition, % at 10 µM | multiplex microsphere protease cleavage assay; also: plate controls were buffer without enzyme for full effect and enzyme alone for no effect
Target sequence (P15917 whole entry, looked up): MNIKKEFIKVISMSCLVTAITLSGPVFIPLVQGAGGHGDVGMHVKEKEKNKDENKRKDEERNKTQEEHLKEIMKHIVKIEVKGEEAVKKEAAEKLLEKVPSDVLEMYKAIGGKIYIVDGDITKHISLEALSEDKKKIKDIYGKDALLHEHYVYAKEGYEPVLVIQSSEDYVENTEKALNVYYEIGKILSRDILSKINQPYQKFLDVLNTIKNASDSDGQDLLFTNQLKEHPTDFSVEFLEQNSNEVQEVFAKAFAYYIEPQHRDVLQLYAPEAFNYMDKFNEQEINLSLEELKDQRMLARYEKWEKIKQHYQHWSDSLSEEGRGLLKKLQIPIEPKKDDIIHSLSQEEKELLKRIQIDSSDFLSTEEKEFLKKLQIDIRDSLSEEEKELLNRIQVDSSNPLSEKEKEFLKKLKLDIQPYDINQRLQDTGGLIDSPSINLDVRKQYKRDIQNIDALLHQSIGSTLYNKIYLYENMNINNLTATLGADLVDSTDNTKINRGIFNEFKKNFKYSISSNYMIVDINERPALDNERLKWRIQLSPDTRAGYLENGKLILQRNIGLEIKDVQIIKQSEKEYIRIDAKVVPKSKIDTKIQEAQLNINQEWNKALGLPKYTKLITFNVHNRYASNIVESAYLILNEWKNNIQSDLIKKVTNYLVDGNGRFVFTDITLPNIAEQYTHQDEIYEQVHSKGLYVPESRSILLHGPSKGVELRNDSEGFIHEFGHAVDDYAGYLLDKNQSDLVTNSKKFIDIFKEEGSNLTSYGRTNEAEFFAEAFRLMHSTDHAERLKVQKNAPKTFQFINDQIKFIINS
SSB-PriA inh: inhibitors of Klebsiella pneumoniae PriA binding to SSB C-terminal tail, primary screen, biochemical, AlphaScreen; PriA–SSB C-terminal tail interaction (Klebsiella pneumoniae); AlphaScreen SSBct-PriA binding, biotinylated peptide; inhibition, % at 33 µM; 430,000 tested, 0.6% active; AID 1272365, 2023; in the data active = inhibition mostly above about 37%, no sharp cut-off; inactive = mostly below about 20%;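 also: plate controls were negative control peptide for no effect and reference peptide for full effect; strong numbers were not always called active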
BoNT A protease: BoNT/A light chain protease inhibitors, primary screen, biochemical, flow cytometry, MLPCN library; Botulinum neurotoxin type A light chain protease (Clostridium botulinum A str. ATCC 3502); multiplex microsphere protease substrate cleavage; inhibition, % at 10 µM; 360,000 tested, 0.17% active; AID 588499, 2011; also: plate controls were buffer without enzyme for full effect and enzyme alone for no effect
Y pestis TopoI: Yersinia pestis topoisomerase I inhibitors, primary screen, biochemical, cleavage product accumulation, plate reader, single point. DNA topoisomerase I (Yersinia pestis CO92). Y. pestis Topo-I cleavage product accumulation. activity, % at 10 µM. 360,000 tested, 0.064% active. AID 504884, 2011; in the data active = activity above about 50%, passing the limit was not always enough; inconclusive = no clear call, values can overlap the other calls; also: inactives centre near 2
PfHsp40 rescue: rescue of yeast from PfHsp40 toxicity, primary screen, S. cerevisiae, ATP luminescence | S. cerevisiae expressing PfHsp40, growth rescue | growth rescue, % at 12.5 µM | 340,000 tested, 0.68% active; in the data active = growth rescue above about 28%, passing the limit was not always enough; inconclusive = no clear call, values can overlap the other calls;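 also: yeast W303a lacking pdr1 and pdr3 grown in galactose medium; growth measured after three days at 30 °C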
* = called active by the depositor; i = inactive; ? = inconclusive; · = no result given; & = joins results of further samples. Rule as the data show it, unless noted: active = inhibition above about 30%; inconclusive = no clear call, values can overlap the other calls; inactive = below that. This is a subset, so the mix of outcomes need not match the whole.

Compound,Vc quorum ag,3CLpro inhibitor,TcdB inh,PrPC TRFRET,Anthrax LF inh2,SSB-PriA inh,BoNT A protease,Y pestis TopoI,PfHsp40 rescue
Cc1noc(C)c1S(=O)(=O)N1CCN(C(c2ccccc2)c2ccc(Cl)cc2)CC1 (stereo not drawn),i,0,0.6,-3,-6,4,-0.4,23,0.7
COc1ccc(N(C(=O)CCl)C(C)(C(=O)Nc2c(C)cccc2C)c2ccccn2)cc1 (stereo not drawn),-0.3,1,·,·,1,-1,1.1,-6,5.2
CCCCCCCn1c2c(c(=N)c3c1CCC3)CCCC2,-0.3,-4,1.0,21,1,-3,0.7,15,-0.9
O=C1Cc2cc(S(=O)(=O)N3CCN(c4ccc(O)cc4)CC3)ccc2N1,-0.4,·,-5.0,-9,-16,·,-0.6,-17,·
c1ccc(NCCC2OCC3(CO2)COC(CCNc2ccccc2)OC3)cc1 (stereo not drawn),i,·,0.6,-12,-8,-8,0.8,1,13
COc1cc(Cl)c(C)cc1NC(=O)Cn1c(NCCO)nc2ccccc21,-0.5,-7,0.1,1,-8,-15,-0.5,-5,-0.7
CCNC(=O)C1(C)CCN(C(=O)c2ccc(-c3ccccc3)cc2)C1 (stereo not drawn),-1.2,·,0.2,-1,-9,·,0.0,4,·
CCCNC(=O)C(Cc1ccccc1)NC(=O)c1ccccn1 (stereo not drawn),-0.6,·,2.4,2,12,-1,-0.6,9,-0.9
COCC(=O)N(C)c1nnc(-c2cnc(C)cn2)s1,0.5,7,·,-11,-1,2,-1.7,-10,0.1
Cc1ccccc1Nc1scc(-c2ccc(Br)cc2)[n+]1-c1ccccc1C,-0.5,2,0.8,-1,-2,26,-0.5,3,0.8
COc1ccc(N2CCN(C(=S)NCc3ccc(C)cc3)CC2)cc1,0.4,4,1.1,-7,1,4,-0.4,-11,0.0
Cc1cc(C(=O)NCCCN2CCOCC2)n(-c2ccccc2)n1,-0.3,-9,0.9,-3,5,-4,0.0,-5,-1.6
Cc1nn(Cc2ccc(C(=O)N3CCOCC3)o2)c(C)c1Br,-0.3,-1,1.8,-5,0,-4,0.1,-4,-1.3
CCOC(=O)N1CCN(Cc2nc3cc(NC(=O)c4ccco4)ccc3n2C)CC1,i,1,1.9,-3,-2,-10,-2.3,-2,1.3
CCN(CC)C(=O)C1CCC(CNS(=O)(=O)c2cccc3cccnc23)CC1 (stereo not drawn),i,-2,0.1,2,-6,-2,1.0,8,1.1
CNc1nc(SCC(=O)Nc2ccccc2)nc(N2CCOCC2)n1,0.5,-2,0.4,7,2,-10,-1.0,1,0.0
N#Cc1nc(-c2ccc(OCc3ccc(Cl)cc3)cc2)oc1NCc1cccnc1,17*,1,·,3,2,2,0.4,17,-0.8
CC1CCCCN1CCCNC(=O)CN1C(=O)CSc2ccc(S(=O)(=O)N3CCOCC3)cc21 (stereo not drawn),-0.5,1,1.3,3,0,9,0.3,-1,-0.1
Cc1nn(-c2ccccc2)c(C)c1/C=N/NC(=O)c1ccccc1O,i,4,0.4,9,-1,·,6.4,-5,-0.7
COn1c(SCC(N)=O)nc2ccccc2c1=O,i,-1,·,-4,-3,11,-0.1,-1,-0.7
Cc1ccc(-n2c(SCC(N)=O)nnc2-c2ccco2)cc1,0.2,1,-0.3,11,8,-4,-5.7,5,1.0
Cc1c(CN(C)C)c2c(n1Cc1ccccc1)C(=O)c1ccccc1-2,i,-2,·,-35,0,50,-0.3,-15,-2.4
COc1cccc(C(=O)NOCc2ccccc2)c1OC,-0.3,·,-0.8,0,-5,6,-0.5,10,-2.0
COC(=O)/C=C/c1sc2nc(C)cc(C)c2c1N=CN(C)C,-0.2,4,2.6,-4,-11,-16,-0.1,4,0.3
CCCc1nc(NCc2ccncc2)c2nnn(Cc3ccccc3F)c2n1,-0.6,3,·,13,-1,-4,1.0,2,-0.8
Cc1c(C(=O)NCCSCc2cccc(C(F)(F)F)c2)cnn1-c1ccc(Cl)cc1,i,1,1.2,14,-18,0,1.5,25,315*
CC(C)(C)NC(=O)CN(Cc1ccccc1)S(=O)(=O)c1ccccc1,-0.8,-1,0.3,7,9,-13,0.4,-1,-0.6
CCc1nc2ccc(C(=O)NCc3ccc(OC)cc3)cn2c1N(CC)CCN(C)C,0.1,·,-0.7,3,5,·,0.2,-4,·
S=C(NCCCN1CCOCC1)NCCCN1CCOCC1,-0.2,0,-1.0,-2,1,-2,-0.4,8,-0.5
CCc1nnc(NC(=O)C2CC(=O)N(C3CCCC3)C2)s1 (stereo not drawn),-1.5,1,0.9,4,-1,-6,0.0,3,-0.5
CCSc1sccc1C1C(C#N)=C(N)N(c2cccnc2)C2=C1C(=O)CCC2 (stereo not drawn),i,-1,·,-9,0,5,0.9,-1,-0.6
Cc1onc(-c2ccccc2Cl)c1C(=O)OCC(=O)Nc1ccc2c(c1)OCO2,2.9,5,·,0,1,1,2.1,7,0.9
Cc1ccc(S(=O)(=O)N2CCC(C(=O)N[C@H](C(=O)N3CCN(C)CC3)C(C)C)CC2)cc1,-2.0,0,·,-2,-13,-22,0.6,2,2.9
CC(C)CC(=O)NC1(C(F)(F)F)C(=O)Nc2c1c(=O)n(C)c(=O)n2C (stereo not drawn),i,0,·,-4,0,-5,-0.3,1,-0.8
CC(/C=C/c1ccc(N(C)C)cc1)=N\N=C(/N)SC1CC(=O)N(c2ccc(C(=O)O)cc2)C1=O (stereo not drawn),-0.2,0,·,-10,-1,·,1.6,-3,-1.5
Nc1ccc([N+](=O)[O-])cc1,-0.4,·,0.5,10,6,5,-0.5,-1,0.5
Cc1ccc(/C=N/NC(=O)c2cccnc2)s1,-0.3,-4,-1.2,-6,?,i,0.5,-3,-0.1
COCCNc1nc(-c2ccccc2F)c2sc(-c3ccccc3)cc2n1,-0.6,·,-0.8,-2,5,·,9.0,31,·
CCC(=O)Nc1cccc(-c2ccc(N3CCN(C)CC3)nn2)c1,i,-4,·,·,1,8,-0.1,-2,-1.5
Cc1ccc(C)c(OCCn2c(=O)c3c(ncn3C3CCCC3)n(Cc3ccccc3)c2=O)c1,·,7,-0.2,-2,-2,-11,-0.2,2,-0.7
N#Cc1cc([N+](=O)[O-])cnc1N(CCO)CCO,1.9,-5,·,-24,-2,-13,-0.6,2,0.3
CC1=CC(C)(C)Nc2ccc(OC(=O)C(C)N3C(=O)c4ccccc4C3=O)cc21 (stereo not drawn),-4.3,1,·,-7,-3,43*,0.4,13,5.1
COc1ccc(CCC(=O)N2CCCc3ccccc32)cc1,i,1,1.1,4,-13,-22,-1.1,15,-0.6
CNC(=O)c1c(NC(=O)c2ccco2)sc2c1CCCC2,4.5,2,-2.4,-1,1,-11,0.1,5,-2.0
COc1ccc(CNc2nc(NCc3ccc(OC)c(OC)c3)n(C(=O)c3cccs3)n2)cc1OC,i,5,·,-5,2,23,0.3,-6,0.3
O=C(CCc1ccc(CCC(=O)c2cccs2)s1)c1cccs1,5.3,2,·,0,-5,-7,-0.2,39,3.2
COC(=O)c1[nH]c2cc(OC)ccc2c1NC(=O)CCN1CCN(Cc2ccc3c(c2)OCO3)CC1,-0.3,0,·,-2,-7,-1,-2.3,14,0.7
CCN(CC)C(=O)C(=O)N/N=C/c1ccc(Cl)cc1Cl,-0.3,3,-5.4,5,-3,·,-0.9,4,0.0

Just Y pestis TopoI (3 entries from above):
Compound	Y pestis TopoI
COCCNc1nc(-c2ccccc2F)c2sc(-c3ccccc3)cc2n1	31
CCC(=O)Nc1cccc(-c2ccc(N3CCN(C)CC3)nn2)c1	-2
Cc1ccc(C)c(OCCn2c(=O)c3c(ncn3C3CCCC3)n(Cc3ccccc3)c2=O)c1	2

Further compounds:
Compound,Vc quorum ag,3CLpro inhibitor,TcdB inh,PrPC TRFRET,Anthrax LF inh2,SSB-PriA inh,BoNT A protease,Y pestis TopoI,PfHsp40 rescue
O=[N+]([O-])c1cc(C=NN2CCCCCC2)ccc1Cl,-3.8,·,-0.9,-9,-7,11,-0.6,1,18
CCN(C(=O)CCN1C(=O)c2ccccc2C1=O)C1CCCCC1,-3.2,-4,·,-3,0,-5,0.1,4,-0.5
Cc1cc[n+](-c2[nH]c(=O)sc2/C=N/N=C(\[O-])CCn2c3ccccc3c3ccccc32)cc1,i,-3,0.8,-11,-15,·,-2.5,0,-0.2
O=C(COC(=O)C1CC1)NCc1ccc(Cl)cc1Cl,-0.8,·,-1.5,-9,4,-9,0.7,5,-0.9
Cn1c(/C(C#N)=C/Nc2ccccn2)nc2ccccc21,·,0,·,2,10,0&-8,1.1,12,-0.1
Cc1ccc2nc(/N=C(\N)NC(=O)N3c4ccccc4Sc4ccccc43)nc(C)c2c1,-0.9,5,-0.5,4,-1,·,-0.4,-3,-0.7
COc1ccc(NC(=O)C2CC(=O)N(Cc3ccco3)C2)cc1Cl (stereo not drawn),i,·,-1.5,-2,3,-9,0.6,-1,1.0
C=CCNC(=O)C1=NOC(CNC(=O)c2c(-c3ccccc3Cl)noc2C)C1 (stereo not drawn),i,-6,·,-1,2,2,-0.2,2,0.3
CC1(OC(=O)C2CCCC2)C(=O)C=C2C=C(c3ccsc3)N(C3CCCC3)C=C2C1=O (stereo not drawn),-0.3,·,-2.4,2,6,15,5.9,0,-1.2
O=c1[nH]c(/C=C/c2ccccc2[N+](=O)[O-])nc2ccccc12,i,-5,·,5,1,-12,-1.5,-7,-1.8
CCc1ccccc1NC(=O)CSc1nc2ccccc2n1CC(=O)N1CCCC1,-2.2,0,·,12,-4,-20,-0.4,7,1.2
CC1CN(CCCOc2ccccc2-c2ccccc2)CC(C)O1 (stereo not drawn),-0.8,2,0.5,9,1,-7,0.7,27,2.4
O=C(CSc1ccc(-c2ccccc2)nn1)NC1CCCCC1,-0.2,-1,0.5,-4,0,-18,-2.1,7,0.3
COc1cc2c(cc1OC)-c1cc(Nc3ccc(C(=O)O)cc3)nc(=O)n1CC2,-0.7,-3,2.2,-2,18,3,1.0,-2,-1.0
CCNS(=O)(=O)c1ccc(NC(=O)c2cccnc2)cc1,i,-6,·,-2,2,3,-0.2,3,-0.4
CCC(C)(C(=O)NC1CCCCC1)N(CC1CCCO1)C(=O)Cc1cccs1 (stereo not drawn),-0.4,-4,0.9,3,-7,-1,-0.4,2,0.1
Cc1ccccc1NC(=O)COC(=O)C1C2CC3OC(=O)C1C3C2 (stereo not drawn),-0.3,-2,2.7,-3,-3,-7,1.4,-8,-0.4
CCc1noc(C)c1C(=O)Nc1cc(S(=O)(=O)N2CCOCC2)ccc1N1CCN(CC)CC1,-5.3,·,1.6,-11,·,-9,·,-3,-1.4
COCCNC(=O)COc1ccc(C)cc1C,0.3,0,·,4,-13,-8,1.0,3,-0.5
Cc1cc(C)c(C)c(S(=O)(=O)NC(C(=O)NCCc2ccco2)C(C)C)c1C (stereo not drawn),i,·,-0.7,6,2,-3,2.0,11,-0.2
